High-throughput results (PubChem BioAssay)
L929 necroptosis = L929 zVAD cell death inhibition. viability rescue, % at 10 µM. AID 1377. L929 zVAD necroptosis rescue, ATP luminescence, 24 h; with zVAD 60 µM. actives 0.38% (n = 220,000);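 active = activation, scaled between plate controls, above about 75%, limit read from the data; inactive = activation under that limit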;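 note: 0% = zVAD with DMSO and 100% = DMSO alone without zVAD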
Hck Nef HTS = human Hck-Nef kinase inhibition | Recombinant Hck-YEEI plus Nef, Z-Lyte FRET kinase assay | inhibition, % at 20 µM | AID 463187 | actives 0.68% (n = 220,000) | P08631;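 active = Hck-Nef kinase inhibition above about 50%, limit read from the data; inactive = inhibition below that limit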;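 note: 0% = DMSO with Hck plus Nef and 100% = Hck alone without Nef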
FXIa inh 1536 = inhibitors of human coagulation factor XIa; actives 0.14% (n = 220,000); P03951; purified FXIa, Boc-Glu-Ala-Arg-AMC fluorogenic substrate; inhibition, % at 5 µM;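 active = inhibition of at least 40%; inactive = inhibition below 40%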;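 note: fluorescence of freed AMC excited at 355 nm; 0% = enzyme without compound and 100% = no enzyme blank; many of its hits are not listed in these tables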
Rad51 HR inh = blocks human Rad51 in homologous recombination; Q06609; hRad51 DNA strand exchange, fluorescence dequenching; inhibition, % at 10 µM; actives 0.085% (n = 200,000);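 active = inhibition above 40% at the single screening dose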;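 note: 0% = DMSO control wells and 100% = blanks with heterologous ssDNA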
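material = hRad51 filaments on single-stranded DNA | reagent = Donor/quencher-labelled 47-bp dsDNA substrate | compound = 10 µM final, single point | schedule = strand-exchange reaction 15 min at room temperature | measured by = fluorescein emission 520 nm, excitation 485 nm | read-out basis = % inhibition versus plate control and blank means | benchmarks = plate controls and plate blanks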
KLK5 inh = kallikrein 5 (human) inhibition. actives 0.59% (n = 210,000). Q9Y337. recombinant hK5, fluorogenic AMC substrate cleavage. inhibition, % at 5 µM;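 active = inhibition of 40% or more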;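 note: 0% = enzyme controls without compound and 100% = no-enzyme blanks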
Thrombin inh = blocks human thrombin protease activity; actives 0.26% (n = 220,000); AID 1046; inhibition, % at 5 µM; P00734; alpha-thrombin, Boc-VPR-AMC fluorogenic substrate cleavage;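 active = inhibition at or above 40%; inactive = inhibition below 40%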;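 note: 0% = enzyme with no compound and 100% = wells without enzyme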
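signal = AMC fluorescence, 355/460 nm | material = human alpha-thrombin enzyme | control set = enzyme without compound as high, wells lacking enzyme as low | times = reaction at room temperature | read-out basis = percent inhibition scaled between no-compound controls and no-enzyme blanks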
TNF necrop inh = inhibitors of TNF-alpha induced necroptosis in Jurkat FADD-/- cells; Jurkat FADD-/- TNF necroptosis rescue, ATP luminescence, 24 h; 0 = TNF only, 100 = no-TNF cells; activation (protection from cell death), % at 10 µM; actives 0.068% (n = 220,000); AID 463075;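 active = activation, meaning protection from cell death, of at least 50% relative to plate controls; inactive = activation below 50%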;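 note: necroptosis triggered by 40 ng/mL TNF-alpha added together with compound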
FXIIa inh = inhibitors of human coagulation factor XIIa; inhibition, % at 5 µM; purified FXIIa, Boc-QGR-AMC fluorogenic substrate, 2 h; P00748; actives 0.3% (n = 220,000); in the data active = inhibition above about 40%;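 note: 0% = enzyme with no compound and 100% = blank without enzyme; many of its hits are not listed in these tables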
Cl transport mod = KCC2 (human) Cl- transport modulation | KCC2 cells, thallium flux FluoZin-2 fluorescence | actives 2.2% (n = 190,000) | Q9H2X9 | B-score of Tl+ flux slope (higher = more flux/activation; lower = inhibition) at 10 µM;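 active = thallium flux slope and its plate-corrected score both differing from the plate sample mean at a set confidence after two filtering rounds, in either direction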;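 note: slope of fluorescence scaled to starting intensity during 10 to 20 s after thallium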
Target sequence (Q9H2X9 whole entry, looked up): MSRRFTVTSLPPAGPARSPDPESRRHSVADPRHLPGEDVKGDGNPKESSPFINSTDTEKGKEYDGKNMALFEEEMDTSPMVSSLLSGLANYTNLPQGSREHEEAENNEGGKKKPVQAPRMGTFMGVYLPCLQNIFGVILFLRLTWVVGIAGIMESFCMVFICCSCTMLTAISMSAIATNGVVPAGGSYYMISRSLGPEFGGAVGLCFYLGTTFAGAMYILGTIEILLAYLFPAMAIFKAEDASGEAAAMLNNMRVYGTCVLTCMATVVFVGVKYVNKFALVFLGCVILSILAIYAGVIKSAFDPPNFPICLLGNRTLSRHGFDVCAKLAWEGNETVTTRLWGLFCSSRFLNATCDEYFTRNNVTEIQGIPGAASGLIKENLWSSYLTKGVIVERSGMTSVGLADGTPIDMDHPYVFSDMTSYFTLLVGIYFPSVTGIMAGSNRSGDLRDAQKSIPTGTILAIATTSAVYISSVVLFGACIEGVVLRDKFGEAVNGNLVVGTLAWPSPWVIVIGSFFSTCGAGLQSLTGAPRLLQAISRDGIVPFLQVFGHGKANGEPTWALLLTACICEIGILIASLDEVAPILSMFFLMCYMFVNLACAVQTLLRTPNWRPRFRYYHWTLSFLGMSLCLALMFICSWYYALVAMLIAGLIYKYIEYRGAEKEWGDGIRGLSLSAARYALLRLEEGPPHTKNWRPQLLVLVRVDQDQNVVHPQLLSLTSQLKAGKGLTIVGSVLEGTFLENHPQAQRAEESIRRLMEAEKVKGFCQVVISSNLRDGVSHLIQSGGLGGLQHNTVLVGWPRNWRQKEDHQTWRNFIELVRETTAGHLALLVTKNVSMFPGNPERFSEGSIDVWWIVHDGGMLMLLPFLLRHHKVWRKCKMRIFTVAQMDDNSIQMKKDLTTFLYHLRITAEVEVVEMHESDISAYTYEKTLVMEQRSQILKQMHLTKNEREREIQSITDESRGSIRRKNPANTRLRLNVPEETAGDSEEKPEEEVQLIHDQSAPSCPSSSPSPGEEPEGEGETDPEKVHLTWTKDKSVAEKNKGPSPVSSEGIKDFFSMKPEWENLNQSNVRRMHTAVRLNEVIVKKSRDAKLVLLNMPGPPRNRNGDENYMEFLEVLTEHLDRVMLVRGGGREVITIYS
* marks the source's active call; other numbers are inactive results; nt = not tested or not shown. Not all compounds are listed; rates above refer to the full screens.

SMILES | L929 necroptosis | Hck Nef HTS | FXIa inh 1536 | Rad51 HR inh | KLK5 inh | Thrombin inh | TNF necrop inh | FXIIa inh | Cl transport mod
Cc1nc(NC(=O)c2ccccc2)sc1-c1csc(Nc2cccc(Cl)c2)n1 | 0.1 | 1.2 | 6.0 | -7.3 | -29.4 | 3.4 | -2.9 | 10.5 | 1.12
Cc1n(CC(O)COCc2ccccc2)c2ccccc2[n+]1C (stereo unspecified) | 0.1 | -0.2 | 1.3 | nt | 2.6 | 0.7 | -2.7 | -2.1 | -0.305
O=C(CSc1nnc(SCc2ccc(Cl)cc2)s1)N/N=C/c1c[nH]c2ccccc12 | 0.1 | 28.7 | 6.2 | 8.3 | -13.7 | -12.0 | -0.6 | 1.2 | -2.39
COCCN1C(=O)C(=O)/C(=C(/O)c2ccc(C)cc2)C1c1ccccn1 (stereo unspecified) | 9.8 | 18.0 | -1.5 | -1.6 | 3.1 | -2.7 | 0.1 | 5.4 | -0.407
Cc1cccc(CCN=c2c([N+](=O)[O-])nn(-c3ccccc3)n2O)c1 | -1.0 | 5.8 | -0.8 | 12.9 | -3.0 | -7.4 | -1.6 | 3.0 | -0.997
Cc1nn2c(SCC(=O)c3cccs3)cc(C(C)(C)C)nc2c1-c1ccccc1 | 4.2 | -0.1 | -5.8 | 16.1 | 10.9 | -6.8 | 2.6 | 2.9 | 0.638
COc1cccc(C2C3=C(Nc4[nH]n(-c5ccccc5)c(=O)c42)c2ccccc2C3=O)c1 (stereo unspecified) | 0.5 | 9.0 | 23.4 | 34.3 | -8.2 | -3.6 | -2.6 | 22.8 | -1.72
c1ccc(CSc2nnc(NC3=NCCCCC3)s2)cc1 | 0.1 | 2.1 | -3.6 | -7.2 | -18.3 | 16.4 | 0.2 | 8.3 | nt
Brc1cccc(C2CC(c3ccccc3)n3nnnc3N2)c1 (stereo unspecified) | 1.0 | 14.5 | 13.4 | -2.5 | 22.8 | 16.4 | 0.2 | 20.9 | nt
COc1ccccc1C1/C(=C(/O)c2ccccc2)C(=O)C(=O)N1CCO (stereo unspecified) | -0.1 | 1.3 | 0.4 | 3.2 | -8.5 | -0.1 | 1.4 | 11.0 | 0.63

Next section, starting with the last three of the part before.
SMILES | L929 necroptosis | Hck Nef HTS | FXIa inh 1536 | Rad51 HR inh | KLK5 inh | Thrombin inh | TNF necrop inh | FXIIa inh | Cl transport mod
c1ccc(CSc2nnc(NC3=NCCCCC3)s2)cc1 | 0.1 | 2.1 | -3.6 | -7.2 | -18.3 | 16.4 | 0.2 | 8.3 | nt
Brc1cccc(C2CC(c3ccccc3)n3nnnc3N2)c1 (stereo unspecified) | 1.0 | 14.5 | 13.4 | -2.5 | 22.8 | 16.4 | 0.2 | 20.9 | nt
COc1ccccc1C1/C(=C(/O)c2ccccc2)C(=O)C(=O)N1CCO (stereo unspecified) | -0.1 | 1.3 | 0.4 | 3.2 | -8.5 | -0.1 | 1.4 | 11.0 | 0.63
COc1ccc(C(=O)/C=C/Nc2ccc(NC(C)=O)cc2)cc1OC | 0.5 | 1.2 | 3.3 | -0.1 | 9.1 | 2.8 | -2.1 | -0.8 | 0.938
c1ccc(CNC2=NCCC2)nc1 | -0.4 | 0.1 | -1.3 | 1.1 | -2.1 | 1.7 | -1.7 | 13.4 | -0.0861
CCCCCCOC(=O)C1=C(C)NC(=O)NC1c1ccc(O)cc1 (stereo unspecified) | -0.3 | 12.2 | -8.7 | -3.5 | -11.0 | -5.1 | -1.3 | 0.9 | 1.52
C=C(C)C1Cc2c(C)nn(-c3cccc4cccnc34)c2C1 (stereo unspecified) | 1.3 | 14.3 | 2.2 | 26.1 | 1.7 | -2.8 | 0.4 | -0.4 | -0.719
CCN(CC)S(=O)(=O)c1ccc(N2CCOCC2)c(NC(=O)c2c3c(nc4ccccc24)CCC3)c1 | 0.1 | 7.8 | 3.1 | 2.4 | -15.2 | -9.7 | 1.5 | 11.6 | 0.391
Cn1c(=O)cc(SCC(=O)NCCCN2CCN(c3ccccc3F)CC2)c2ccccc21 | -1.2 | 0.2 | 3.7 | -7.3 | -2.3 | 6.6 | -3.2 | 13.1 | -2.04
CCC(=O)Nc1cccc(NC(=S)NC(=O)c2cccc(C)c2)c1 | 0.8 | 2.9 | 6.5 | 7.9 | 3.8 | -0.4 | 0.3 | 16.0 | 0.387
COc1ccc(C(=O)NCCn2cc(SCC(N)=O)c3ccccc32)cc1 | -0.1 | 24.1 | 1.1 | nt | 0.9 | -2.0 | 1.8 | 9.7 | 0.887
S=C(Nc1ccc(Br)cc1)N1CCn2cccc2C1c1cccnc1 (stereo unspecified) | -0.6 | 16.8 | -2.4 | 7.6 | -5.8 | -7.4 | 0.6 | 5.4 | 0.235
Fc1ccc(Sc2cc(Cl)c(-c3ccccc3)nn2)cc1 | -0.5 | 0.9 | 3.4 | -0.7 | -24.3 | 2.6 | -2.9 | -1.9 | nt
Cc1cc2cc(CCNC(=O)c3ccc(Br)o3)c(=O)[nH]c2cc1C | -0.1 | 0.4 | 13.4 | 4.7 | 9.7 | 2.4 | -1.0 | 11.4 | -0.799
Cn1cc(CN2CCCC(CNC(=O)c3ccc4c(c3)OCO4)C2)c2ccccc21 (stereo unspecified) | 0.7 | 22.7 | 1.6 | 1.6 | 4.6 | 0.3 | 3.3 | 13.6 | -0.126
NCCc1nnc(SCc2c(F)cccc2Cl)o1 | 0.4 | 0.7 | 2.7 | 2.7 | -5.5 | 2.1 | -2.4 | 18.0 | 0.351
Nc1cc(=O)[nH]c(SCC(=O)Nc2nc3ccc([N+](=O)[O-])cc3s2)n1 | 51.5 | 11.3 | -2.5 | -28.8 | 0.0 | 2.2 | 0.4 | 9.5 | -1.35
CC1CCC(NS(=O)(=O)c2ccc3c(c2)n(C)c(=O)c(=O)n3C)CC1 (stereo unspecified) | 1.9 | 1.5 | -6.1 | -3.9 | -1.2 | 1.8 | -1.3 | -4.2 | -0.755
O=C(CN1C(=O)COc2ccccc21)N(CCCN1CCOCC1)CC1CC=CCC1 (stereo unspecified) | -1.5 | -4.1 | -15.8 | 0.3 | -18.6 | -2.8 | 0.0 | 5.5 | 0.831
O=C(CSc1nnc(-c2ccncc2)o1)c1ccc2c(c1)OCCO2 | 2.0 | -5.3 | -7.6 | 9.2 | -22.9 | -0.2 | -0.8 | -6.4 | -0.4
O=C1CC(C(=O)Nc2ncccn2)C(c2ccccc2)O1 (stereo unspecified) | 0.1 | 3.5 | -1.5 | -1.4 | 0.1 | -4.0 | -0.1 | -5.0 | 0.98
Cc1cc(C(=O)Nc2ccccn2)no1 | 0.0 | 0.4 | -7.6 | 2.3 | 2.9 | -3.5 | -0.8 | -16.9 | nt
Cn1c(=O)[nH]c(=O)c2c1nc(CN1CCOCC1)n2CCCc1ccccc1 | -1.2 | -5.3 | -5.6 | -5.0 | -2.1 | -2.1 | -1.0 | 14.3 | 2.51
CCCC(C)NC(=O)COC(=O)c1ccc(Cl)c(S(N)(=O)=O)c1 (stereo unspecified) | 0.8 | 4.6 | 4.0 | 6.0 | -4.6 | 1.5 | 2.3 | 16.1 | 0.768
COc1ccc(N2CC(C(=O)N/N=C/c3ccccc3)CC2=O)cc1 (stereo unspecified) | -0.8 | 17.7 | -2.7 | 4.2 | 9.7 | 1.6 | 0.4 | 13.7 | -0.71
COC(=O)c1onc(-c2c(C)cc(C)cc2C)c1C(=O)OC | 0.5 | -1.7 | 2.2 | -4.0 | -11.5 | 4.2 | -1.5 | 14.8 | -1.18
Cc1cc(C(=O)Nc2c(C)nn(Cc3ccccc3)c2C)on1 | 1.7 | 2.5 | -6.3 | 2.8 | -0.3 | -4.7 | 0.9 | 9.4 | 0.0104
Cc1ccc(S(=O)(=O)c2nc(C(C)(C)C)oc2N2CCOCC2)cc1 | -0.5 | 8.1 | 6.3 | 7.2 | -10.1 | 0.0 | -1.7 | 11.4 | -0.0671
Cc1ccc(C(=O)CC2(O)C(=O)N(C)c3ccccc32)s1 (stereo unspecified) | 0.9 | 22.3 | 1.5 | 2.9 | -0.8 | nt | 1.9 | 4.9 | 0.169
COC(=O)C1(CCSC)NC(c2ccccc2OC)C2C(=O)N(C)C(=O)C21 (stereo unspecified) | -0.2 | 5.1 | 1.6 | 3.0 | -4.1 | 3.8 | 1.2 | 12.0 | nt
CCCc1cc(C(=O)Nc2ccccc2SC)no1 | 0.5 | -6.3 | 3.4 | -6.0 | -2.6 | 5.2 | 1.7 | 11.6 | 0.000795
O[C@@H](CNC[C@H](O)c1ccccc1)c1ccccc1 | nt | -7.5 | 1.8 | 4.8 | -5.7 | -2.2 | 0.9 | 11.4 | -0.527
CC(=O)c1cccc(Nc2cc(C)nc3ccc(C)cc23)c1 | 0.1 | 3.0 | -0.7 | -9.1 | -3.2 | -0.8 | -0.2 | 4.0 | -1.47
O=Cc1ccc(-c2ccc(Cl)cc2Cl)[nH]1 | 1.2 | 7.2 | -0.8 | nt | nt | 0.9 | -0.8 | 4.7 | 3.12
CNC(=S)N1CCc2cc(OC)c(OC)cc2C1 | 1.3 | -10.7 | -3.0 | nt | -3.3 | -9.4 | 0.9 | 1.1 | 0.612
Brc1ccc(-c2nc(-c3ccncc3)no2)o1 | -0.3 | 6.0 | 1.8 | 3.5 | -0.1 | -10.8 | -3.7 | 1.7 | 0.738
Cc1nc2ccccn2c1C(=O)NN=C1CCN(C)CC1 | -0.4 | -16.9 | 3.6 | 0.8 | 5.0 | 0.6 | 0.1 | 8.2 | 0.543
CCOc1ccc(NC(=O)NCc2cccnc2)cc1 | 0.5 | -0.7 | 2.2 | 9.2 | nt | -0.4 | -0.7 | 9.3 | 0.46
C=CCn1c(C)nc2c(sc3nc4c(cc32)COC(C)(C)C4)c1=O | 1.0 | -7.8 | 3.3 | 4.1 | 13.1 | -1.8 | 0.7 | 10.8 | 0.532
CCCS(=O)(=O)N1CCN(CCN2C(=O)c3cccc4cccc(c34)C2=O)CC1 | 0.1 | 20.5 | -4.7 | 5.0 | -4.0 | -4.0 | 2.1 | 0.7 | -1.98
CS(=O)(=O)N1CCN(c2ccccc2[N+](=O)[O-])CC1 | -0.2 | -3.3 | 1.1 | 4.6 | 1.9 | -1.6 | 0.5 | nt | -0.0215
CCOC(=O)C1(Cc2cccc(OC)c2)CCN(Cc2cccnc2)CC1 | 1.6 | 14.9 | -4.8 | -1.3 | -5.0 | -3.0 | 0.7 | 3.9 | 0.00968
Cc1ccc(-c2cc(C#N)c(=O)n(Cc3c(Cl)cccc3Cl)c2)cc1 | -0.4 | 0.5 | 6.1 | 0.7 | -76.8 | -4.5 | -3.2 | 11.4 | -0.393
CCOc1nsc(OCC)n1 | 0.4 | 10.1 | 0.6 | -1.2 | -2.0 | -1.7 | 2.8 | 7.7 | -0.28
c1ccc(N2CCOCCOCCOCCOCC2)cc1 | 0.2 | 7.2 | 0.0 | -3.1 | -8.4 | -9.1 | 0.1 | 7.1 | -0.0302
CCN(CC)c1ccc(C(=O)OCC(=O)NCC2CCCO2)cc1 (stereo unspecified) | -0.4 | 9.5 | -3.1 | 1.5 | -2.2 | 0.6 | -1.8 | 2.9 | -1.14
CCOc1cc(/C=N/NC(=O)c2cccs2)ccc1OC(=O)N1CCOCC1 | 10.1 | 0.6 | 5.6 | -1.3 | -20.2 | 0.8 | 0.4 | 17.4 | 0.238
